Source: PubChem (National Center for Advancing Translational Sciences (NCATS))
HepG2 tox – qHTS for Inhibitors of TGF-b: Cytotox Counterscreen; AID 588856, 2011; 410,000 compounds, 0.76% hits; HepG2 CAGA-GFP viability, ATP luminescence, 18 h; Potency, µM (series often up to 46.1 µM), inactives show top-dose activity change, negative = cytotoxicity, hits mostly cytotoxic; active means well fitted cell-killing curve with a large enough effect; inactive means no such curve, though single readings can be large or run the other way; further: some results filed as inactive show a strong effect at the top dose
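HepG2 CAGA-GFP cells (1000/well, DMEM with 1% FBS) received compound, then TGF-beta at 500 pg/mL final, and were incubated 18 hours at 37 degrees C. Viability was read by CellTiter-Glo luminescence. Media-only wells were set as complete cell-killing and DMSO as no toxicity.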
* marks the source's active call; other numbers are inactive results; & = joins results of further samples. Potency means the concentration at half of the fitted maximal effect.

Sample of the layout (three entries):
| Structure | HepG2 tox |
| --- | --- |
| Cc1ccc(-c2nc(CCNC(=O)C(=O)Nc3c(C)cccc3C)cs2)cc1 | 4% |
| CCc1cccc(C)c1NC(=O)C1CCN(c2nnc(C)c3c(C)n(-c4ccccc4)nc23)CC1 | -7% |
| COc1ccc(C2CC(c3ccccc3)Oc3cc(OC)ccc32)cc1 (stereo not given) | 11%&-9% |

All compounds of this part, from the start:
| Structure | HepG2 tox |
| --- | --- |
| Cc1ccc(-c2nc(CCNC(=O)C(=O)Nc3c(C)cccc3C)cs2)cc1 | 4% |
| CCc1cccc(C)c1NC(=O)C1CCN(c2nnc(C)c3c(C)n(-c4ccccc4)nc23)CC1 | -7% |
| COc1ccc(C2CC(c3ccccc3)Oc3cc(OC)ccc32)cc1 (stereo not given) | 11%&-9% |
| CCn1c(=O)c2sccc2n2c(CCCC(=O)N3CCN(c4cc(Cl)ccc4C)CC3)nnc12 | -11% |
| CCOC(=O)N1CCN(Cc2nc3cc(NC(=O)c4ccc([N+](=O)[O-])cc4)ccc3n2C(C)C)CC1 | -19% |
| CCN(c1ccc(C)cc1)S(=O)(=O)c1nnc(NC(=O)c2cccs2)s1 | -29% |
| COc1ccc(CNC(=O)CN2N=C(c3ccccc3)CCC2=O)c(OC)c1 | -13% |
| Cc1ccc(CN(Cc2ccco2)C(=O)c2ccccc2Br)o1 | -29% |
| COc1cc(/C=C/c2nc(C#N)c(N3CCC(C)CC3)o2)cc(OC)c1OC | -24% |
| Cc1ccc(S(=O)(=O)NCC(c2ccco2)N2CCN(c3ccccc3F)CC2)cc1 (stereo not given) | 0% |
| Cc1ccc2c(C)c(C(=O)N(Cc3ccc(N(C)C)cc3)Cc3ccco3)oc2c1C | -21% |
| Cc1cccc(NC(=O)CSc2nc3n[nH]c(C)c3c(=N)n2-c2cccc(Cl)c2)c1 | -33% |
| Cc1nn2c(=O)cc(COC(=O)c3ccc(NC(=O)COc4ccccc4F)cc3)nc2s1 | -23% |
| C=C(C)Cn1c(=O)c2c(nc3n2CCN3c2ccc(CC)cc2)n(C)c1=O | 8% |
| Cc1coc2c(C)c3oc(=O)c(CCC(=O)NCCc4ccccc4)c(C)c3cc12 | -28% |

Part of the list above, with each value named:
SMILES: CCn1c(=O)c2sccc2n2c(CCCC(=O)N3CCN(c4cc(Cl)ccc4C)CC3)nnc12
  HepG2 tox = -11%
SMILES: Cc1ccc(-c2nc(CCNC(=O)C(=O)Nc3c(C)cccc3C)cs2)cc1
  HepG2 tox = 4%
SMILES: COc1ccc(CNC(=O)CN2N=C(c3ccccc3)CCC2=O)c(OC)c1
  HepG2 tox = -13%

Going on with the list.
| Structure | HepG2 tox |
| --- | --- |
| Cc1nn2c(=O)cc(COC(=O)c3cccc(NC(=O)c4ccc(C(C)(C)C)cc4)c3)nc2s1 | 0% |
| Fc1ccc(Nc2nc3nonc3nc2Nc2cccc(C(F)(F)F)c2)cc1 | -109% |
| CC1C(=O)Nc2ccc(S(=O)(=O)N3CCCCC3)cc2NC1=O (stereo not given) | -2% |
| CCC1CN(C(=O)N2CCC(C(=O)NCCN(C)C)CC2)c2ccccc2O1 (stereo not given) | -1% |
| Cc1ccc(CN2C(=O)c3ccccc3Sc3ccc(C(=O)NC4CCCC4)cc32)cc1 | 7% |
| CCOc1ccccc1NC(=O)C(c1ccccc1)N1Cc2ccccc2C1=O (stereo not given) | -24% |
| CCOc1ccc(CCNc2ncnc3onc(-c4ccc(Cl)cc4)c23)cc1 | -17% |
| COc1ccc(-c2noc(CN(C(=O)c3ccccc3Cl)C(C)C)n2)cc1 | -22% |
| Cc1ccc(NC(=O)c2ccc(Cl)cc2Cl)c(C(=O)c2ccccc2)c1 | -27% |
| CCCCCOc1ccc(NC(=O)Cc2csc(C)n2)cc1 | -8% |
| COc1ccc(C2/C=C\CN(C(=O)C3CC3)C(Cc3ccccc3)C(=O)N2Cc2ccc(F)cc2)cc1 (stereo not given) | 0% |
| Cc1ccc(Cl)cc1N1CCN(C(=O)c2cc3ccc4cccnc4c3[nH]2)CC1 | -7% |
| Cc1ccccc1CN1C(=O)C(O)(CC(=O)c2cccc(Br)c2)c2ccccc21 (stereo not given) | 13µM* |
| COc1ccc2c(CNCCc3cccs3)c(C(=O)O)n(Cc3ccc(F)cc3Cl)c2c1 | 18µM* |
| Cc1cccc(C)c1OCc1nc2c3cnn(-c4cccc(F)c4)c3ncn2n1 | -3% |

2 records picked at random from the list so far:
| Structure | HepG2 tox |
| --- | --- |
| CCOc1ccc(CCNc2ncnc3onc(-c4ccc(Cl)cc4)c23)cc1 | -17% |
| CCOc1ccccc1NC(=O)C(c1ccccc1)N1Cc2ccccc2C1=O (stereo not given) | -24% |

Next section
| Structure | HepG2 tox |
| --- | --- |
| O=C(Nc1cc(Cl)cc(Cl)c1)c1ccc(F)c(S(=O)(=O)N2CCCC2)c1 | -32% |
| Cc1ccc(-c2nc(CCNC(=O)C(=O)Nc3ccc(C)c(C)c3)cs2)cc1 | -23% |
| Cc1oc2c(cc(NS(=O)(=O)c3ccc(C(C)C)cc3)c3ccccc32)c1C(=O)OCc1ccccc1 | -9% |
| O=C(Nc1ccc2nc(SCC(=O)N3CCOCC3)sc2c1)c1cccc(Cl)c1 | -75% |
| COc1ccc(C(CC(=O)NCc2ccccc2)N2Cc3ccccc3C2=O)cc1 (stereo not given) | -15% |
| Cc1cccc2sc(N(Cc3cccnc3)C(=O)C3CCCCC3)nc12 | -41% |
| COc1cc(OC)c(NC(=O)CSCc2nc(-c3ccc(OC)c(OC)c3)no2)cc1Cl | -11% |
| CC(C)(C)c1ccc(C2NC(=O)c3n[nH]c(-c4cccs4)c32)cc1 (stereo not given) | 11µM* |
| CCOc1ccc(C(=O)Nc2cccc(-c3nc4cccnc4s3)c2C)cc1OCC | 0% |
| O=C(CSc1nccn1-c1ccc(F)cc1)Nc1ccc(OC(F)(F)F)cc1 | -22% |
| COc1ccccc1CNC(=O)CN1C(=O)c2cccnc2Oc2ccccc21 | -8% |
| Cc1ccc(NC(=O)NC(C)c2c(-n3cccc3)sc(C)c2C)cc1F (stereo not given) | -34% |
| CCn1cc(S(=O)(=O)c2cccc(C)c2)c(=O)c2cc(F)c(N3CCCC(C)C3)cc21 (stereo not given) | 1% |
| COc1ccc(NC(=O)Cn2c(=O)n(Cc3ccco3)c(=O)c3oc4ccccc4c32)cc1Cl | -10% |
| COc1cccc(CNC(=O)CCC(=O)N2CC(C)Sc3ccccc32)c1 (stereo not given) | -1% |

The final two entries of the section above open the next one.
| Structure | HepG2 tox |
| --- | --- |
| COc1ccc(NC(=O)Cn2c(=O)n(Cc3ccco3)c(=O)c3oc4ccccc4c32)cc1Cl | -10% |
| COc1cccc(CNC(=O)CCC(=O)N2CC(C)Sc3ccccc32)c1 (stereo not given) | -1% |
| COc1ccc2nc(N(Cc3cccnc3)C(=O)CCc3ccccc3)sc2c1 | -35% |
| CC(C)c1ccc(S(=O)(=O)c2nnn3c2nc(NCc2cccs2)c2sccc23)cc1 | -4% |
| COc1ccc(CC(=O)NCc2nc3cccnc3n2Cc2ccc(F)cc2)cc1OC | -9% |
| COc1ccc(OC)c(NC(=O)CSc2nc(=O)n(CCN(C)C)c3c2CCC3)c1 | -24% |
| Cc1cccc(N2C(=O)C(CC(=O)Nc3ccc(Cl)cc3)N(Cc3ccco3)C2=O)c1 (stereo not given) | -34% |
| CCCC(=O)N1c2nc(-c3ccco3)nn2C2(CCCCC2)[C@@H]2CCCC[C@@H]21 | -11% |
| CCOC(=O)N1CCC(NC(=O)c2ccc3c(c2)N(Cc2cc(C)ccc2C)C(=O)c2ccccc2S3(=O)=O)CC1 | -17% |
| CC(C)Cn1c(=O)c2ccccc2n2c(CCC(=O)N3CCN(c4cccc(Cl)c4)CC3)nnc12 | -15% |
| CCOc1ccc2oc(=O)cc(CN3CCN(C(=O)c4ccc(OC)c(OC)c4)CC3)c2c1 | -13% |
| CC1CCN(C(=O)CSc2nc3c([nH]c4ccccc43)c(=O)n2-c2ccccc2)CC1 | 7% |
| Cc1ccc(NCc2cccn2-c2nnc(N3CCC(C(=O)NCc4ccc(OC(C)C)cc4)CC3)s2)cc1 | -22% |
| CC(C)Oc1ccc(C(=O)N(Cc2ccc(N(C)C)cc2)Cc2ccco2)cc1 | -33% |
| CCc1ccc(-n2nc(CO)c(C(=O)NC(C)c3ccc(Cl)cc3)n2)cc1 (stereo not given) | -4% |
| O=C(Nc1ccc(C(F)(F)F)cc1)C1CCCN(c2cnccn2)C1 (stereo not given) | -7% |
| Cc1noc(/C=C/c2cccs2)c1S(=O)(=O)N1CCC(C(=O)NCc2ccc(Cl)cc2)CC1 | -13% |

(list continues)
| Structure | HepG2 tox |
| --- | --- |
| COC(=O)c1ccc(NC(=O)CC2C(=O)N(c3cccc(OC)c3)C(=O)N2Cc2cccs2)cc1 (stereo not given) | -5% |
| COc1cc(NC(=O)Cn2c(SCc3ccc(F)cc3)nc3cccnc32)cc(OC)c1 | -6% |
| COc1ccc(-c2nc3scc(CCNS(=O)(=O)c4ccccc4F)n3n2)cc1 | -3% |
| COc1ccc(-c2cn3c(n2)sc2cc(C(=O)N4CCCCC4)ccc23)cc1 | -28% |
| COc1ccc(OCC(=O)NC2CC(=O)N(c3cccc(OC)c3)C2)cc1 (stereo not given) | -19% |
| CCC(Sc1nc2nccnc2c(=O)n1Cc1ccc(F)cc1)C(=O)NC1CCCCC1 (stereo not given) | -27% |
| COc1cccc(N2CC(NC(=O)c3cccs3)CC2=O)c1 (stereo not given) | -8% |
| CCCC1=Nc2cc(C(=O)NCc3ccccc3)ccc2Sc2ccccc21 | 8% |
| Cc1cc(C)c(NC(=O)C2CCN(S(=O)(=O)c3c(C)noc3/C=C/c3ccccc3F)CC2)c(C)c1 | -20% |
| CCC(C)n1c(=O)c2sccc2n2c(CCCC(=O)Nc3ccc(F)cc3)nnc12 (stereo not given) | -18% |
| CCOc1ccc(/C=C/c2nc(C#N)c(NC(C)c3ccccc3)o2)cc1 (stereo not given) | -38% |
| O=C(Nc1cccc(Cl)c1)C(Cc1ccccc1)n1cccc1 (stereo not given) | -59% |
| CC(C)COc1ccc(C(=O)Nc2ccc(S(=O)(=O)Nc3ncccn3)cc2)cc1 | 4% |
| COc1ccccc1N1CCN(c2c3c(nc4nncn24)CCC3)CC1 | -12% |
| Cc1oc2ccc(O)c(CN(C)Cc3ccccc3)c2c1C(=O)Nc1cccc(Cl)c1C | -39% |

The list goes on.
| Structure | HepG2 tox |
| --- | --- |
| O=C(NCCCCc1ccccc1)c1nn(-c2ccccc2F)nc1CO | -33% |
| COCCNC(=O)c1ccc2nc(CCc3ccccc3)oc2c1 | -3% |
| CC1=C(c2ccc(C)cc2)S(=O)(=O)N(Cc2ccc(C(=O)NCc3ccccc3)cc2)C1=O | -40% |
| O=C(CSc1nc2c([nH]c3ccccc32)c(=O)n1-c1ccccc1)Nc1cccc(C(F)(F)F)c1 | -28% |
| O=C(NCc1cccnc1)c1nn(-c2ccc(Cl)cc2)nc1CO | 1% |
| CC(C)c1ccc(NC(=O)CN2C(=O)COc3ccc(S(=O)(=O)N4CCCCCC4)cc32)cc1 | -61% |
| Cn1cnc(S(=O)(=O)N2CCC(C(=O)Nc3ccc(Cl)c(C(F)(F)F)c3)CC2)c1 | -5% |
| Cn1c(SCc2cccc(F)c2)nc2c([nH]c3ccccc32)c1=O | -17% |
| Cn1nc(C(=O)N2CCN(c3ccc(Cl)cc3)CC2)c2c1-c1ccccc1SC2 | -27% |
| O=C(NC1CC(=O)N(c2ccc(Cl)cc2)C1)C1CCCCC1 (stereo not given) | -11% |
| O=S(=O)(c1ccccc1)n1nc(-c2ccc(Cl)cc2)nc1NCc1ccccc1 | -3% |
| CCOc1ccc(CCNC(=O)c2cn(-c3cccc(OC)c3)c(=O)c3ccccc23)cc1 | -7% |
| Cc1oc(-c2cccc(Br)c2)nc1CSc1nc2ncccc2[nH]1 | -29% |
| O=C(CCCc1ccccc1)NC1CC(=O)N(c2ccc(F)cc2)C1 (stereo not given) | -8% |
| Cc1ccc(CNS(=O)(=O)c2cc(C(=O)Nc3cccc(C(F)(F)F)c3)ccc2F)cc1 | -75% |

Continued:
| Structure | HepG2 tox |
| --- | --- |
| COc1ccc(NC(=O)CCc2nnc3n(Cc4ccccc4Cl)c(=O)c4ccccc4n23)cc1 | 3% |
| COc1cc(O)ccc1-c1nc2ccc(Br)cn2c1Nc1ccccc1C | 16µM* |
| CCc1ccc(CNC(=O)CSc2c3c(nc4ccc(Cl)cc24)CCCC3)cc1 | -18% |
| Cc1ccc(NC(=O)CCN2C(=O)c3ccccc3Sc3ncccc32)c(Cl)c1 | -26% |
| CCCn1cnc2cc(NC(=O)c3cc(OC)c(OC)c(OC)c3)ccc21 | 1% |
| CCC(=O)C1=C(c2ccccc2)N(C(=O)CC)n2c(nnc2-c2ccccc2)S1 | -2% |
| Cc1cc(=O)[nH]c2nnc(SCC(=O)Nc3cc(C(F)(F)F)ccc3Cl)n12 | -32% |
| CC(NC(=O)c1ccc2c(c1)sc1nc(-c3ccc(F)cc3)cn12)C12CC3CC(CC(C3)C1)C2 (stereo not given) | -4% |
| COc1cc(C(=O)Nc2ccc(NC(=O)c3ccc(C(C)(C)C)cc3)cc2)cc(OC)c1OC | -22% |
| CCOC(=O)c1cc(-c2ccccc2)n(CC(=O)NCc2ccccc2OC)c1C | -7% |
| CCCn1c2ccccc2c2cnn(CC(=O)N3CCN(c4ccccc4F)CC3)c(=O)c21 | -15% |
| Cc1cc(C)cc(NC(=O)Cc2csc(C)n2)c1 | -2% |
| Cn1nc(C(=O)Nc2cc(F)ccc2F)c2c1-c1ccccc1SC2 | -24% |
| COC(=O)C(Cc1c[nH]c2ccccc12)NC(=O)COc1ccc(Cl)cc1Cl (stereo not given) | -63% |
| COCCNC(=O)CCCn1c(SCC(=O)c2ccc(F)cc2)nc2c(sc3ccccc32)c1=O | 5% |
| COc1cc(OC)c2c(-c3ccccc3)cc(=O)oc2c1C(CC(=O)N1CCCC1)c1ccc(N(C)C)cc1 (stereo not given) | 0% |

An excerpt (hit frequency here may not be typical).
